# CHO-K1 Ca antag: counter-screen for M1 antagonists: effect in parental CHO-K1 cells | ATP-induced calcium, Fluo-8 fluorescence | inhibition, % at 3 µM | actives 0.6% (n = 360,000);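 active means inhibition above a per-plate cutoff, the plate's mean sample inhibition plus 3 SD, cut at about 24% in these data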;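 further: 0% = DMSO plus EC80 ATP and 100% = DMSO alone without ATP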
# M1 ag: activates human CHRM1 receptor; AID 588814; activation, % at 3 µM; P11229; actives 0.33% (n = 360,000); CHO-K1 hM1, Fluo-8 calcium fluorescence, agonist mode; 0% DMSO, 100% acetylcholine EC100;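 active means activation above the run's mean compound activation plus 3 SD, cut at about 16% in these data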;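 further: peak over basal fluorescence ratio within a 140 s kinetic read after compound addition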
# Target sequence (P11229 whole entry, looked up): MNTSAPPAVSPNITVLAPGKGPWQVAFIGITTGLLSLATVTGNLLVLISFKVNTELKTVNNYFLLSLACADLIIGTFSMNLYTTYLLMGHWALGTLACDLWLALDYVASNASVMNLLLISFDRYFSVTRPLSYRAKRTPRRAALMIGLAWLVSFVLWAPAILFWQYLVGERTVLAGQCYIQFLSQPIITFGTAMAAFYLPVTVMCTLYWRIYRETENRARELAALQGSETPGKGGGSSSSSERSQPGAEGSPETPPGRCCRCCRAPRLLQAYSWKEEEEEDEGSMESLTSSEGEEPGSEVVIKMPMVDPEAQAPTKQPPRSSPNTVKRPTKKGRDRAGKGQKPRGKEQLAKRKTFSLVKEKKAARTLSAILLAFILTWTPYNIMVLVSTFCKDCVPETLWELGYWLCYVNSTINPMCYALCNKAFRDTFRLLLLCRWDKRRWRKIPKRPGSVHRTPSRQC
# CHRM1 PAM: human CHRM1 positive allosteric modulation; P11229; CHO-K1 hM1, Fluo-8 calcium fluorescence, ACh EC20; 0% = ACh EC20, 100% = maximal ACh; activation, % at 3 µM; actives 0.088% (n = 360,000); AID 588819; in the data active means activation above about 19%, passing the limit was not always enough
# CHO parental Ca: counter-screen: ATP calcium response change in parental CHO cells; parental CHO-K1, ATP-induced calcium, Fluo-8 fluorescence; inhibition, % at 5.6 µM; actives 0.63% (n = 330,000); AID 463079;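 active means inhibition above that plate's mean sample inhibition plus 3 SD, cut at about 26% in these data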;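 further: 0% = ATP-challenged DMSO wells and 100% = DMSO wells without ATP; some compounds past the cut are filed as inactive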
#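 material = parental CHO cells | also added = ATP as calcium-mobilizing challenge | dosing = single point at 5.6 µM | detection = intracellular calcium via Fluo-8 no-wash fluorescent dye | read-out = % inhibition | benchmarks = low control ATP plus DMSO, high control DMSO only | repeats = one well per compound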
# CHO-K1 Ca PAM: counter-screen for M1 PAMs: effect in parental CHO-K1 cells; ATP EC20, Fluo-8 calcium fluorescence; 0% at ATP EC20, 100% at ATP max; actives 0.02% (n = 360,000); activation, % at 3 µM;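 active means activation above the run cutoff, the mean activation of all test compounds plus 3 SD, cut at about 40% in these data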;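 further: peak over basal fluorescence ratio in a 140 s read after ATP addition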
# TAAR1 agonist: agonists of human TAAR1. Q96RJ0. activation, % at 3 µM. actives 0.99% (n = 360,000). CHO RD-HGA16 TAAR1, Fluo-8 calcium fluorescence; vehicle wells 0%, saturating PEA agonist 100%;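 active means activation above the mean activation of all test compounds in the run plus 3 SD, cut at about 38% in these data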
# Target sequence (Q96RJ0 whole entry, looked up): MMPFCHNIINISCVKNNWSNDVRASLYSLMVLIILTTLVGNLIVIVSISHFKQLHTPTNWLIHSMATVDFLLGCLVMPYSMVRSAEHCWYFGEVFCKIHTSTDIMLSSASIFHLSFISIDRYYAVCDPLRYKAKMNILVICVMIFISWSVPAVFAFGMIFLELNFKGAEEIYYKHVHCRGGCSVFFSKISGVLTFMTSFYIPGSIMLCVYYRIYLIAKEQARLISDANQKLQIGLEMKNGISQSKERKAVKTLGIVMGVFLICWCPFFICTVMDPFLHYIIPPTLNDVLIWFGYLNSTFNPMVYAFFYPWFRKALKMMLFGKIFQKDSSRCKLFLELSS
#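 Signal – calcium-sensitive Fluo-8 signal, excitation 470-495, emission 515-575 nm · System – RD-HGA16 (CHO) cells co-expressing Gα16 and hTAAR1 · Incubation – 17-24 h seeding, 75 min 37 °C dye, 30 min RT · Compound dosing – 3 µM single concentration · Repeats – no replicates (n 1)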
# CHRM1 antagonist: human CHRM1 antagonism; P11229; CHO-K1 hM1, Fluo-8 calcium fluorescence, ACh EC80 antagonist; inhibition, % at 3 µM; actives 1.3% (n = 360,000); AID 588852;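 active means percent inhibition above its own plate's cutoff, namely the mean of that plate's compound wells plus 3 SD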;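 further: peak over basal fluorescence ratio during 140 s after agonist addition; 0% = ACh EC80 plus DMSO and 100% = DMSO alone without agonist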
# TAAR1 antagonist: antagonists of human TAAR1. actives 1.5% (n = 360,000). CHO RD-HGA16 TAAR1, Fluo-8 calcium fluorescence, antagonist. inhibition, % at 3 µM. Q96RJ0;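 active means inhibition above a per-plate cutoff, the mean inhibition of test compounds on that plate plus 3 SD, cut at about 49% in these data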;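 further: 0% = DMSO plus EC80 beta-PEA response and 100% = DMSO alone without agonist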
#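 System: CHO RD-HGA16 cells bearing hTAAR1. Reagent: EC80 β-phenethylamine stimulus. Schedule: seeding 17-24 h prior, 75-min 37 °C, 30-min RT dye loading. Signal: Fluo-8 intracellular calcium dye fluorescence, real-time kinetic reads. Read-out: % inhibition from peak post-agonist over basal fluorescence ratio. Benchmarks: vehicle wells and EC80 agonist wells. Replicates: n of 1.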
# M1 ag parental: nonselective activator or artifact in parental CHO-K1 cells; Fluo-8 calcium fluorescence; scaled to maximal ATP response, vehicle zero; activation, % at 3 µM; actives 0.48% (n = 360,000); in the data active means activation above about 15%;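 further: untransfected CHO-K1 host cells lacking M1 receptor as counterscreen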
# An asterisk follows results filed as active; / = no result given.
SMILES	M1 ag parental	TAAR1 agonist	CHO-K1 Ca antag	TAAR1 antagonist	CHRM1 PAM	CHO-K1 Ca PAM	CHO parental Ca	CHRM1 antagonist	M1 ag
C=CCOc1ccc(/C=C/C(=O)OCC(=O)NCCc2ccccc2)cc1	6.8	3.0	3.3	26.3	4.8	-6.8	-29.9	-8.5	-0.1
CCc1nnc(NC(=O)CN2CCN(Cc3cccc(Cl)c3)CC2)s1	0.2	8.8	-2.6	-9.9	7.5	-2.7	-14.1	-13.6	-8.4
COc1ccc(C(=O)Nc2ccc3oc(-c4cccc(Cl)c4)cc(=O)c3c2O)cc1	0.9	5.5	-17.5	15.7	6.2	15.8	-18.2	-0.9	-3.5
COC(=O)[C@H](CC(C)C)NC(=O)N1CCC(C)CC1	-0.1	0.2	-12.8	4.1	1.5	6.9	-12.3	-11.1	-3.0
CCSC1(SCC)N=C(N)C2(C#N)C(c3ccccc3)NC(C)=CC12C#N (stereo not given)	-0.3	2.1	21.0	2.3	4.3	-3.4	1.5	1.1	2.5
O=C(Nc1c(C(=O)N2CCOCC2)cnn1-c1ccccc1)c1cccc(F)c1	1.0	0.3	-9.6	-0.2	6.6	6.2	-18.8	-10.7	-0.9
CCc1ccc(NC(=O)C2CC=CCC2C(=O)O)cc1 (stereo not given)	0.0	9.8	-15.5	10.2	8.0	22.0	-12.2	-9.2	-3.8
CC(C)c1nc(SCC(=O)Nc2ccc(N3CCOCC3)cc2)c2ccccc2n1	0.3	8.3	-3.4	-5.8	2.0	-8.9	-1.3	0.7	-3.9
CC1CCN(CCc2nc3cc(NS(=O)(=O)c4ccc(F)cc4)ccc3n2C)CC1	1.5	3.3	-7.0	-11.7	-4.0	15.2	-3.8	9.5	-3.6
CCOC(=O)c1ccc(NC(=O)CSc2nnnn2C2CCCCC2)cc1	-0.1	1.3	-9.8	-10.9	5.8	11.6	-4.7	-9.0	-2.8
CN1CCN(CC(=O)Nc2cc(N(C)C)nc3ccccc23)CC1	1.5	0.0	-12.0	-0.8	5.1	-1.7	-16.5	-1.1	-5.4
Cc1cc2nnc(SCC(=O)N3C(C)CCCC3C)n2c(N)n1 (stereo not given)	0.2	4.9	-13.4	-4.9	2.6	10.2	-2.8	-3.0	-4.8
COc1c(C(CC(C)C)OC(C)=O)ccc2c1C(=O)OCc1cc(C)cc(O)c1O2 (stereo not given)	0.4	-1.3	21.4	-20.6	-4.2	-13.3	2.7	8.9	-1.2
O=C(O)c1c(NC(=O)N2CCCC2)sc2c1CCCC2	-0.2	0.3	-4.1	4.8	-8.6	-18.4	5.4	20.4	1.0
O=[N+]([O-])c1cccc(-c2ccc(/C=N/NC(=S)Nc3ccccc3)o2)c1	0.7	2.5	-7.6	32.2	4.1	19.2	-14.3	-7.5	-2.9
CC1(C)CC(=O)C2=C(C1)NCN(CCCN1CCOCC1)C2	0.1	13.5	5.7	0.8	0.1	13.8	-8.6	13.4	-2.3
COC(=O)c1nc2cc3c(cc2c(C)c1C(=O)OC)OCO3	0.1	8.5	-6.4	1.4	1.1	16.3	-16.0	3.3	-3.4
Cc1ccc(CN2CCN(Cc3cn(C(C)C)c4ccccc34)CC2CCO)o1 (stereo not given)	1.3	1.7	-11.4	-25.5	3.2	8.7	-26.4	-3.9	-7.5
O=C(NNC(=O)c1csc(N2CCOCC2)n1)c1ccc(=O)[nH]c1	0.2	0.2	-20.2	12.6	13.9	15.5	0.2	-11.6	-2.1
COc1cccc(NS(=O)(=O)NC(=O)c2cn(C)c3ccccc23)c1	0.1	3.0	13.4	-18.4	2.3	-3.1	2.1	-7.4	-1.7
COc1cccc(CNC(=O)c2ccc(NC3=NC4CS(=O)(=O)CC4S3)cc2)c1 (stereo not given)	0.5	1.0	7.1	-10.8	4.9	8.2	6.6	-1.8	-2.7
CCc1cccc(CC)c1NC(=S)NCc1ccc2[nH]c(C)cc2c1	0.1	0.1	-0.7	-8.9	-13.8	-4.0	-2.2	10.1	-10.6
CCN(C(=S)Nc1ccccc1F)C1CCCCC1	-0.2	8.1	-11.3	-18.4	13.6	8.6	-5.4	4.4	-4.6
CCC(C)Sc1nc2c(c(=O)[nH]c(=O)n2C)n1C (stereo not given)	0.0	0.3	0.6	2.3	-0.6	13.1	-5.6	7.6	-5.5
CCCCCCN1C[C@H](O)[C@@H](n2cc(COC(=O)c3ccccc3)nn2)C[C@@H]1c1ccccc1	-0.4	-0.2	0.9	-8.8	-1.4	-12.0	/	-1.8	-3.9
CC(C)Oc1ccc(C2C(C(=O)c3ccco3)=C(O)C(=O)N2Cc2cccnc2)cc1 (stereo not given)	0.4	1.5	-6.0	-0.3	13.6	2.3	6.3	-8.4	-3.7
C=CCn1c(CCNC(=O)c2ccccc2F)nnc1SCC(=O)Nc1ccc(OC)cc1	2.7	0.6	-3.8	-12.2	3.5	-8.3	-10.4	2.1	-1.8
CC(=O)Nc1ccccc1N(CC(O)Cn1c2ccccc2c2ccccc21)S(=O)(=O)c1ccc(C)cc1 (stereo not given)	0.8	1.7	-4.8	24.8	0.1	-2.4	-9.5	0.8	-4.6
Nc1nonc1-n1nnc(C(=O)N/N=C/c2ccccc2Br)c1CN1CCCC1	0.0	-4.3	-13.9	-42.9	3.1	5.6	-10.2	-0.8	-5.3
COc1ccc(CCNC(=O)CCn2c(=O)c3cccn3c3cccnc32)cc1OC	7.8	3.1	-6.5	-2.4	8.3	14.8	-11.7	-6.9	1.4
O=C(NC1CCCCC1)C1CCN(C(=O)c2ccc(-c3ccccc3)cc2)CC1	1.0	-1.2	-7.8	7.9	2.9	3.1	-22.8	2.0	-2.8
COc1ccc(OCCCC(=O)Nc2nccs2)cc1	1.2	0.9	4.7	-4.0	9.4	-5.0	-24.0	-14.9	-1.1
CCCCCOC(=O)c1c(N)n(CCOC)c2nc3ccccc3nc12	1.5	11.2	-3.6	-15.9	6.1	19.4	-8.2	-2.1	-5.3
O=C(/C=C/c1ccc(OC(F)F)cc1)Nc1cccc(S(=O)(=O)NC2=NCCCCC2)c1	12.0	12.0	-5.8	61.9*	-2.2	-4.8	-13.9	5.7	0.4
CC1(C)CC(=O)c2c(O)cc(OCC(=O)Nc3ccc(CCO)cc3)cc2O1	6.7	5.2	17.8	-2.5	-2.8	-8.7	3.1	5.6	4.2
CSc1ccccc1OCc1cc(C(=O)N(C)C(C)c2ccccn2)no1 (stereo not given)	2.2	0.4	-9.3	-11.3	1.8	8.6	/	-6.1	-2.7
NC1CCN(c2c(F)cc3c(=O)c(C(=O)O)cn(C4CC4)c3c2Cl)C1 (stereo not given)	0.1	2.3	-16.4	-8.8	-1.3	10.8	-2.0	-3.1	-7.4
CCc1ccc(/C=N/NC(=O)c2nnn(-c3nonc3N)c2CN2CCc3ccccc32)cc1	1.1	4.2	-8.8	-60.4	0.5	-9.1	-19.0	2.8	-4.8
OC[C@@H]1CN(Cc2cccnc2)C[C@H](n2cnc3c(N4CCN(c5ccccc5)CC4)ncnc32)O1	4.4	6.4	-9.9	-22.0	-3.7	8.2	/	-7.0	-0.9
O=c1c(=NNc2ccccc2Cl)c(=O)c2ccccc12	0.5	7.1	-8.6	-20.0	-0.2	9.5	/	-2.1	-4.5
CN(C)S(=O)(=O)c1cc(C(=O)NCCCn2ccc3ccccc32)ccc1Cl	0.4	18.6	-8.5	-11.1	1.9	0.1	-16.0	0.4	-3.8
CCCCCC(=O)OCCc1c(C)nc2nc[nH]n2c1=O	-0.8	1.5	-3.5	-6.2	3.7	-2.0	3.9	-14.8	-3.4
Cc1ccc(NC(=O)Cn2nnc3ccccc32)c(C)c1	0.5	2.3	5.6	2.9	-1.3	-6.3	-3.6	-1.1	-4.4
O=C(N/N=C\c1cccc(Cl)c1)c1ccc(Cn2cc(Br)c([N+](=O)[O-])n2)o1	3.1	6.6	2.8	23.8	-1.1	16.9	1.4	-5.7	-8.9
CCn1c(C2CCN(S(=O)(=O)c3ccc(OC)cc3)CC2)n[nH]c1=S	3.0	3.1	2.0	-13.4	1.6	13.4	0.8	-7.4	-12.4
C=CCN1C=C2C(=O)C(C)(OC(=O)CC)C(=O)C=C2C=C1CCCC (stereo not given)	0.5	6.5	-1.2	16.1	13.7	11.9	0.3	-18.9	-4.3
Cc1ccc(-c2csc3ncnc(NCCC(=O)O)c23)cc1	0.4	1.1	-4.9	-32.4	12.0	15.3	-6.5	-21.2	-1.4
CCOc1ccc(NC(=O)CCSc2ccc(C)cc2)cc1	0.3	-1.7	-0.6	-3.3	-0.7	3.9	-27.8	-4.8	-7.8
COc1ccc(NC(=S)NNC(=O)OC(C)(C)C)cc1OC	2.3	19.8	-15.2	-5.0	-7.6	-0.4	-11.7	3.7	0.7
CCCCOc1ccc(-c2nnn(CC(=O)c3c[nH]c4ccccc34)n2)cc1	0.1	-1.3	-17.4	8.8	12.2	18.3	3.1	-13.5	0.9
CC(NC(=O)c1cccs1)C(c1cccs1)N1CCN(c2ccccc2)CC1 (stereo not given)	1.5	4.1	-12.0	11.5	1.8	21.0	-20.7	-7.1	-8.3
COc1ccccc1S(=O)Cc1ccc(C(=O)NC2CCCC2)o1 (stereo not given)	0.2	0.6	12.7	6.8	0.5	-3.5	-8.7	-1.5	-2.3
COc1cc(N/N=C(\C)c2ccc(N)cc2)nc(-c2ccccc2)n1	-0.3	6.1	-10.5	-1.9	4.4	8.7	-6.7	-0.7	-4.1
COCCNC(=O)C1(C)CCCN(C(=O)c2ccc(F)cc2Cl)C1 (stereo not given)	0.2	1.0	-4.9	4.7	11.6	13.8	/	-15.9	-2.8
